Smad3 FoxH1 inh: Smad3/FoxH1 peptide binding inhibitors, primary screen, biochemical, TR-FRET. 88,000 tested, 0.29% active. inhibition, % at 25 µM. TR-FRET Smad3/Dy647-FoxH1 peptide binding, europium anti-His;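 active means compounds that reduce the energy-transfer binding signal between the protein and its labelled peptide by more than half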;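 further: 0% = Smad3 plus labelled peptide maximal FRET and 100% = peptide-only background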
Target sequence (P84022 whole entry, looked up): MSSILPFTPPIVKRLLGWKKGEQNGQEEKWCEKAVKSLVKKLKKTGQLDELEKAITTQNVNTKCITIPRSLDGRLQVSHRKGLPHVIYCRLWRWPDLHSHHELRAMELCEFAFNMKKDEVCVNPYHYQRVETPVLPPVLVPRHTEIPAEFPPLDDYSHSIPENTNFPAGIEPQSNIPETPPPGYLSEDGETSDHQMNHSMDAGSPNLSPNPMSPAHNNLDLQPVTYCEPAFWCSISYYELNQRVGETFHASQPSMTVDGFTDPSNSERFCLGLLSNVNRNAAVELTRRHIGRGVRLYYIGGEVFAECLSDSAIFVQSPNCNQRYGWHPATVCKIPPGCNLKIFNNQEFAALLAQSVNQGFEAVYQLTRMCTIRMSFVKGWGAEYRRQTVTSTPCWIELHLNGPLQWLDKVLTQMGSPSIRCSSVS
ERb coact inh: inhibitors of ERβ-SRC1 coactivator interaction, primary screen, biochemical, TR-FRET, ERβ LBD, SRC-1 peptide. AID 633, 2007. inhibition, % at 25.6 µM. 86,000 tested, 1.3% active. TR-FRET ER-beta LBD / SRC1-Cy5 peptide binding; receptor agonist-loaded with 1 µM estradiol. Estrogen receptor beta (Homo sapiens), Q92731;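 active means compounds whose percent inhibition of the receptor-coactivator binding signal exceeds about 50% in the single-dose screen, limit read from the data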;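 further: 0% = receptor plus peptide wells without compound and 100% = peptide-only wells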
sEH inhibitor: soluble epoxide hydrolase inhibitors, primary screen, biochemical, human sEH. recombinant human sEH enzymatic activity assay. inhibition, % at 2 µM. Bifunctional epoxide hydrolase 2 (Homo sapiens), P34913. 91,000 tested, 0.34% active; in the data active means inhibition above about 80%; further: values of inactives mirror those of a sister screen read the other way; many of its hits are not listed in these tables
Target sequence (P34913 whole entry, looked up): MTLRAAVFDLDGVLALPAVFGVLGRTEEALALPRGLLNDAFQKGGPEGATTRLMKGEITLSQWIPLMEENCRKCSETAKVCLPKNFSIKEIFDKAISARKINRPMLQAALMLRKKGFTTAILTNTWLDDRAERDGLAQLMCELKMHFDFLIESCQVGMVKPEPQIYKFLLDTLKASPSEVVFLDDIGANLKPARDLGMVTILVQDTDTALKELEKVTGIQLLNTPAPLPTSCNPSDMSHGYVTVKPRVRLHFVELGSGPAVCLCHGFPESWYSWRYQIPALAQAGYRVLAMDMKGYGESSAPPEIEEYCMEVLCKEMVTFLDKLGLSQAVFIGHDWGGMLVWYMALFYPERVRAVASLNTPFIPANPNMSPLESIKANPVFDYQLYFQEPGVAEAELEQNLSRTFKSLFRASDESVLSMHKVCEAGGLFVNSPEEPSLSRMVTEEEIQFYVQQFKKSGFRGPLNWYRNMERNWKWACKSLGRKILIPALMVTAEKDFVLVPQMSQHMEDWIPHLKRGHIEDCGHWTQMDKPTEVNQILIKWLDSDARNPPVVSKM
CD11b adhes enh: enhancers of CD11b/CD18 adhesion to fibrinogen, primary screen, K562 cells, luminescence | Integrin beta-2 (Homo sapiens) + Integrin alpha-M (Homo sapiens), P05107+P11215 | ATPlite luminescence | activation, % at 10 µM | 93,000 tested, 0.07% active | AID 1499, 2009;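 active means 10 µM primary screen giving 50% or more activity, confirmed by 40% or more on retest at that dose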; further: strong numbers were not always called active; reference of the scale not given here
ERa coact pot: enhancers of ERα–SRC-1 coactivator binding, primary screen, biochemical, TR-FRET, ERα LBD, low estradiol; Estrogen receptor (Homo sapiens), P03372; TR-FRET ERalpha-LBD/SRC-Cy5 coactivator binding, 2 h; 100 = basal binding, no effect; coactivator binding (% of control), % at 25.6 µM; 86,000 tested, 1.3% active; AID 639, 2007; in the data active means activity above about 200%;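 further: binding measured in presence of low estradiol as agonist stimulus; 0% = peptide alone without receptor and 100% = receptor with peptide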
sEH act: soluble epoxide hydrolase activators, primary screen, biochemical, human sEH; purified human sEH enzymatic activity, activator screen; activation, % at 2 µM; 91,000 tested, 0.04% active; in the data active means activation above about 37%; further: values of inactives mirror those of a sister screen read the other way
MT1-MMP txn act: MT1-MMP promoter reporter activation – cell-based, luciferase luminescence, primary screen; 86,000 tested, 0.16% active; activation factor at 10 µM; HT1080 MT1-MMP promoter luciferase reporter, overnight; hits give high values;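 active means activation factor of at least 2 for MT1-MMP transcription at 10 µM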
Calb biofilm kill: clotrimazole potentiators killing Candida biofilms, primary screen, with clotrimazole, Alamar Blue; AID 834, 2007; 85,000 tested, 0.14% active; C. albicans biofilm + clotrimazole; inhibition, % at 6 µM;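 active means inhibition above 20%; inactive means inhibition below 20%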;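 further: preformed 24 hr biofilms exposed to compound for 48 hr; 0% = biofilm without compound and 100% = blank killed by clotrimazole plus chlorhexidine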
Mac1 fbg inh: inhibitors of CD11b/CD18 adhesion to fibrinogen, primary screen, K562 cells, luminescence | Integrin beta-2 (Homo sapiens) + Integrin alpha-M (Homo sapiens), P05107+P11215 | inhibition, % at 10 µM | ATPlite luminescence; Mn2+ added to activate the integrin | AID 1497, 2009 | 93,000 tested, 0.54% active;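 active means primary inhibition of 50% or more at 10 µM, then 40% or more on retest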; further: some results filed as inactive read as strong as hits
* hit, by the source's call; nt = no result given; [ ] = another dose, or the depositor's remark.

item	mol	Smad3 FoxH1 inh	ERb coact inh	sEH inhibitor	CD11b adhes enh	ERa coact pot	sEH act	MT1-MMP txn act	Calb biofilm kill	Mac1 fbg inh
1	O=C(Nc1cccc(F)c1)N1CC=C(n2c(=O)[nH]c3ccccc32)CC1	-2	0	10	nt	110[fluorescence artefact?]	-10	1	2	nt
2	Cc1sc2nc(SCC(=O)NCc3ccco3)n(Cc3ccccc3)c(=O)c2c1C	27[fluorescence artefact?]	6	-2	-4	139	1	1.1	3	11
3	O=C(c1cc2nc(-c3cccs3)cc(C(F)(F)F)n2n1)N1CCCc2ccccc21	nt	nt	-7	2	nt	7	nt	nt	10
4	CCN(c1ccccc1)S(=O)(=O)c1ccc(F)cc1	-4	-4	6	3	99	-4	1.2	6	20
5	O=C1CC(c2ccccc2)n2ncnc2N1 (stereo unspecified)	5	6	-34	-6	106	34	1.1	5	6
6	c1cn2c(NC3CCCC3)c(-c3ccc(N4CCOCC4)cc3)nc2cn1	8	-6	-18	-2	106	23	1.3	17	24
7	COC(=O)C1=C(C)N=C2SC(C#N)=C(N)N2C1c1ccc(OCc2ccccc2)cc1 (stereo unspecified)	nt	nt	-2	3	nt	4	nt	nt	14
8	O=C(NCCN1CCOCC1)c1ccc2ccccc2n1	-8	-3	16	-4	101	-16	1.3	2	2
9	Cc1ccc(/C(O)=C2\C(=O)C(=O)N(c3cc(C)on3)C2c2cccc(Br)c2)cc1 (stereo unspecified)	9[fluorescence artefact?]	-7	-7	1	114[fluorescence artefact?]	6	1.2	2	7
10	Cc1ccccc1NS(=O)(=O)c1ccc(NC(=O)c2nc3ncccn3n2)cc1	nt	nt	-9	-9	nt	7	nt	nt	-1
11	CN(NC(=O)c1ccccc1)c1nc2ccccc2nc1C(F)(F)F	nt	nt	1	-1	nt	0	nt	nt	-3
12	Cc1ccc(-n2nnnc2SCC(=O)N2CCc3ccccc3C2)c(C)c1	-4	3	nt	9	89	nt	1.2	-2	43
13	COc1cc2c(cc1OC)C1=C(C#N)COCN1CC2	-16	5[fluorescence artefact?]	-8	4	111	7	0.9	6	0
14	Cc1ccc(-c2noc(CCC(=O)NCCN3CCN(Cc4ccccc4)CC3)n2)cc1	3	8	9	0	110	-6	1	6	-2
15	CCn1c(=O)n(CC)c2cc(S(=O)(=O)N3CCC(c4ccccc4)CC3)ccc21	-10	2	3	-2	79	-2	1.1	3	45
16	CC(C)(C)NC(=O)C(Cc1ccccc1)NS(=O)(=O)c1ccc2c(c1)CCC(=O)N2 (stereo unspecified)	2	6	-12	3	104[fluorescence artefact?]	11	1.2	4	-6
17	CCc1ccccc1NC(=O)c1cnc2scc(C)n2c1=O	10	11[fluorescence artefact?]	8	nt	216*[fluorescence artefact?]	-9	1.2	-1	nt
18	Cc1ccccc1C(=O)c1cccn1CC(=O)NCC1CCCO1 (stereo unspecified)	-2	-6	8	-6	106	-11	1	6	-12
19	CCCCOC(=O)Nc1nnc(CC)s1	8	-3	-8	-3	108	7	1.4	-6	0
20	COc1ccc(S(=O)(=O)N2CCOCC2)c(Cl)c1Cl	-4	-9	5	16	123	-2	1.2	4	22
21	COc1ccc(S(=O)(=O)N2CCN(C(=O)CCC3CCCC3)CC2)cc1	-9	-6	-2	-3	120	4	nt	7	-14
22	CC(C)CNC(=O)c1cccc(NC(=O)c2ccco2)c1	2	-6	3	-5	110	-3	1.4	2	2
23	Cc1nc2ccc(NS(=O)(=O)c3ccc(C)c(C)c3)cc2s1	nt	nt	-22	-6	nt	20	nt	nt	84
24	CC(C)C(=O)N1CCN(c2ccccc2NC(=O)Cc2ccc(Cl)cc2)CC1	5[fluorescence artefact?]	3[fluorescence artefact?]	11	-3	135	-13	1.1	6	-2
25	CCOC(=O)CCCCC(=O)c1[nH]c(=O)[nH]c1Cn1ccnc1	8	4	1	1	84	0	nt	5	-17
26	CCC1=C(OC(=O)c2ccccc2)C(C)(C)C(c2ccccc2)OC1=O (stereo unspecified)	16	7	-13	2	81	10	1	2	4
27	CCOC(=O)c1cc(OC(=O)c2ccccc2)n(-c2ccccc2)n1	5	9[fluorescence artefact?]	-2	-2	64	-1	1.1	7	-31
28	COc1ccccc1N1CCN(C(=O)Nc2cccc(C)c2)CC1	-10	2[fluorescence artefact?]	12	-2	130	-12	1.2	9	-14
29	O=[N+]([O-])c1ccc(Sc2ccccc2Cl)nc1	nt	nt	-2	-3	nt	4	nt	nt	18
30	COc1ccc(OC)c(S(=O)(=O)Nc2ccc(CC(=O)O)cc2)c1	4	2[fluorescence artefact?]	nt	1	99	nt	1.3	4	-6
31	O=C1CC(C(=O)Nc2ccc(O)c(C(=O)O)c2)C(c2ccccc2)O1 (stereo unspecified)	11	42	-1	4	59	0	1.1	2	-12
32	CC(C)Cc1cc(C(=O)NCc2ccco2)no1	2	21	nt	nt	107	nt	1.6	9	nt
33	CN(Cc1ccccc1)S(=O)(=O)c1ccc(NC(=O)C2CCCO2)cc1 (stereo unspecified)	5	-6	nt	-4	123	nt	1	7	-9
34	CC(=O)Nc1ccc(Oc2ccc3nc(C)[nH]c3c2)cc1	7	15	-5	-4	101	5	0.8	6	-7
35	COc1ccc(C2C(C(=O)NCc3ccco3)CCC(=O)N2c2ccc(OC)cc2)cc1 (stereo unspecified)	5[fluorescence artefact?]	-1	1	0	121	-1	0.9	4	-5
36	CN(Cc1nc(-c2ccncc2)no1)S(=O)(=O)c1ccc(Cl)cc1	-1	-9	3	-3	65	-5	1	2	-3
37	Cc1ccc(C(=O)Nc2c(C(=O)NCc3ccco3)cnn2-c2ccccc2)cc1	3	-4	nt	-3	113	nt	1.1	7	-19
38	COC(=O)c1c(NC(=O)c2cccs2)sc2c1CCCC2	-1	-3	-4	-5	101	4	1.6	5	11
39	CCN(CC)c1ccc(C2C(C(=O)OC(C)C)C(=O)CC(C)(O)C2C(=O)OC(C)C)cc1 (stereo unspecified)	nt	nt	1	-4	nt	-3	nt	nt	-24
40	CN(C)c1nc(Oc2ccc(C(=O)OCC(=O)Nc3ccccc3)cc2)nc(N(C)C)n1	1	6	18	5	95	-19	1.1	7	26
41	Cc1ccc2nc(NC(=O)C3CCCN(S(=O)(=O)c4cccc5nsnc45)C3)sc2c1 (stereo unspecified)	8	11[fluorescence artefact?]	-3	-5	170	4	1.1	8	16
42	Cc1c(N=C2SCC(=O)N2c2c(C)n(C)n(-c3ccccc3)c2=O)c(=O)n(-c2ccccc2)n1C	-11	-10	9	-3	113	-10	1.2	1	-14
43	O=C(CN1C(=O)NC2(CCCC2)C1=O)Nc1nc(-c2ccc(F)cc2)cs1	0	0	8	-2	105	-10	1.2	4	-7
44	CCOC(=O)c1nn(-c2ccccc2C)c(=O)c(C#N)c1C	-2	15	-10	-2	82	8	1.1	11	1
45	CCCNC(=O)NC(C(=O)OC)C12CC3CC(CC(C3)C1)C2 (stereo unspecified)	10	-5[fluorescence artefact?]	-4	0	167	3	1.1	-2	-2
46	CCOC(=O)COc1cc(=O)n(CC)c2ccccc12	-6	0	-7	5	116[fluorescence artefact?]	9	1.1	-1	-4
47	CC(C)(C)NC(=O)NC(=O)Cn1cc(C(F)(F)F)ccc1=O	2	20	7	-2	102	-6	1.2	10	-1
48	NC(=O)C1(N2CCCCC2)CCN(C(=O)Nc2ccccc2C(F)(F)F)CC1	11	-6	9	nt	118	-4	1.1	8	nt
49	O=C(O)CCc1nc(-c2ccccc2)no1	12	-2	8	1	108	-7	1	9	-9
50	O=C(CSc1ccccn1)c1ccc(F)cc1	-1	-12	nt	-2	95	nt	1.4	7	-6
51	Cn1cc(C(=O)N2CCN(c3ccccn3)CC2)c(=O)c2cc(S(=O)(=O)N3CCOCC3)ccc21	1	-8	2	-6	125	-3	1.1	8	3
52	COC(=O)c1ccc(OC)c(CSc2nnc(COc3cccc(C)c3)o2)c1	5	-4[fluorescence artefact?]	nt	2	123	nt	1	2	28
53	O=C(CCN1C(=O)C2C3C=CC(C3)C2C1=O)NCC1CCCO1 (stereo unspecified)	5	-4	8	3	126	-9	1.1	10	-24
54	CCCCOC(=O)Nc1cc(C)c(Cl)cc1OC	6	-6	7	-2	113	-7	nt	6	-1
55	O=C(Oc1ccc2c(=O)c(Cl)coc2c1)c1ccncc1	-5	10	-6	6	104	8	1.1	5	52
56	CCN1CCCC1CNC(=O)C1CCCN(S(=O)(=O)c2cccc3nsnc23)C1 (stereo unspecified)	nt	nt	1	0	nt	0	1	nt	1

Ordered by molar mass (smallest number first): three of the compounds above.
item	mol	Smad3 FoxH1 inh	ERb coact inh	sEH inhibitor	CD11b adhes enh	ERa coact pot	sEH act	MT1-MMP txn act	Calb biofilm kill	Mac1 fbg inh
49	O=C(O)CCc1nc(-c2ccccc2)no1	12	-2	8	1	108	-7	1	9	-9
53	O=C(CCN1C(=O)C2C3C=CC(C3)C2C1=O)NCC1CCCO1 (stereo unspecified)	5	-4	8	3	126	-9	1.1	10	-24
52	COC(=O)c1ccc(OC)c(CSc2nnc(COc3cccc(C)c3)o2)c1	5	-4[fluorescence artefact?]	nt	2	123	nt	1	2	28

Continuation.
item	mol	Smad3 FoxH1 inh	ERb coact inh	sEH inhibitor	CD11b adhes enh	ERa coact pot	sEH act	MT1-MMP txn act	Calb biofilm kill	Mac1 fbg inh
57	COc1cc(Cl)cc(C2NC(=O)NC(C)=C2C(C)=O)c1OCC(=O)O (stereo unspecified)	17	22	-9	0	78	5	1.2	9	-32
58	O=C(c1cc2ccccc2oc1=O)N(Cc1cccs1)C1CCS(=O)(=O)C1 (stereo unspecified)	8	-2	4	0	71	0	1.5	-1	6
59	Cc1cc(O)c2c(-c3ccccc3)cc(=O)oc2c1	-6	4	1	3	104	-1	1.2	6	17
60	CCOC(=O)N1CCC(=C(C#N)C(=O)Nc2cc(OC)ccc2OC)CC1	5	-4	-15	6	115	15	1	4	14

High-throughput results as filed in PubChem BioAssay.

An excerpt; rates above refer to the full screens.
